# PTHR1 agonist – activates the human parathyroid hormone receptor PTHR1; Potency, µM (highest dose often 115 µM), inactives show top-dose activation, hits mostly activators; 0.075% of 410,000 active; HEK293 GP2 PTHR1 cells, GloSensor cAMP luminescence, 1 h; also: potency is read from the fitted curve at half-maximal effect; nearly all actives have a fitted effect of over 55% in size; some results filed as inactive show a strong effect at the top dose; inactives centre near -15; many of its hits are not listed in these tables
# Target sequence (Q03431 whole entry, looked up): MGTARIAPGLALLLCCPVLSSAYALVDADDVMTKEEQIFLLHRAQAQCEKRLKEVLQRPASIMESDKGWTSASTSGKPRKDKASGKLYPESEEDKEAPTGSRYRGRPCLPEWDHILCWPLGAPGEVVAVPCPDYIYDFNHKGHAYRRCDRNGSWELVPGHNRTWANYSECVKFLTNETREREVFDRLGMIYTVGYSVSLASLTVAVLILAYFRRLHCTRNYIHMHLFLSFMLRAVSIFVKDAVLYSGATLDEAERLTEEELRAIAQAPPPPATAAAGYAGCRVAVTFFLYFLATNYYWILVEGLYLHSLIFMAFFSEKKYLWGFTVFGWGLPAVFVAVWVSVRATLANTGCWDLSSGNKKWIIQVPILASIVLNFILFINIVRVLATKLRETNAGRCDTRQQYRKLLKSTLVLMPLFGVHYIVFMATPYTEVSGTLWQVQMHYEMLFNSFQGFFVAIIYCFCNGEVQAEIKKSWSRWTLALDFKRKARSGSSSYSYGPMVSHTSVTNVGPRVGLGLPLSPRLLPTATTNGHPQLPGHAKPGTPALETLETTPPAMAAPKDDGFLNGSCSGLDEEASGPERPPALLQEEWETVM
#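 HEK-293-derived GP2 cells expressing PTHR1 and a GloSensor cAMP reporter, 3,000/well, plated overnight, given luciferin plus IBMX (each 0.5 mM as added) for 1 h at 37 °C, then compound for 1 h at 37 °C. Luminescence was read after 15 min at room temperature.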
# aSyn rescue – inhibitors of alpha-synuclein toxicity in yeast | Yeast expressing alpha-synuclein, growth rescue, BacTiter-Glo, 24 h | Potency, µM (titrated, usually from 46.1 µM), without a hit: at the top dose growth rescue (activation), actives largely listed as activators | 0.14% of 370,000 active | AID 652106; also: potency is read from the fitted curve at half-maximal effect; % of control where 0% means no effect; nearly all actives have a fitted effect of over 65% in size
#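 Readout is rescue of growth in alpha-synuclein-expressing yeast, so inhibitors of toxicity appear as activators. Growth after 24 hr at 30 deg C in galactose medium is quantified by luminescence.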
# FUS yeast rescue – FUS proteinopathy suppression in yeast | S. cerevisiae FUS-expressing, growth rescue, OD600, 24 h | 0.24% of 390,000 active | Potency, µM (titrated, usually from 76.6 µM), inactives show at the highest dose growth rescue (activation), actives largely listed as activators;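 also: potency is read from the fitted curve at half-maximal effect; plate controls were DMSO vehicle for no effect and reference control for full effect; nearly all actives have a fitted effect of over 55% in size; some results filed as inactive show a strong effect at the top dose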
#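 Yeast expressing FUS under galactose induction, OD 0.005 in 2% galactose medium; compounds in a dilution series, 24 h at 30C. Growth rescue by absorbance at 600 nm; CP55940 positive control, DMSO negative.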
# TDP-43 yeast inh – rescues yeast growth from TDP-43 toxicity | Potency, µM (highest dose often 46.1 µM), inactives show at the top dose growth rescue (activation), usual class: activators | 1.8% of 410,000 active | TDP-43 expressing yeast growth rescue, BacTiter-Glo, 24 h; also: potency is read from the fitted curve at half-maximal effect; % of control where 0% means no effect; nearly all actives have a fitted effect of over 50% in size
#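 Yeast expressing TDP-43 (pregrown in raffinose, seeded at OD600=0.02 in galactose medium) exposed to compounds 24 hr at 30 deg C. Growth read by BacTiter-Glo luminescence; rescue of toxicity appears as increased signal.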
# Akt phos inh – inhibitors of Akt phosphorylation; Neuro2A IGF-stimulated pAkt S473 HTRF, 20 min; active compounds read low; activity change, % for hits at 50 µM; 0.32% of 360,000 active; AID 651550; in the data active = activity change below about -80%; inconclusive = mostly about -51% to -80%; also: % is scaled to controls: 0 for no effect and ±100 for the full control effect
#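 Single-point screen (50 µM final compound) in Neuro2A cells stimulated 20 min with 6 nM IGF at 37 deg C. After lysis, Ser473-phosphorylated Akt read by HTRF (ex 330 nm, em 615/665 nm) as the 665/615 ratio.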
# MmCpn inh – M. maripaludis TRiC chaperonin inhibition; purified Mm-Cpn ATPase, ADP Transcreener TR-FRET; 0.031% of 330,000 active; Potency, µM (highest dose often 76.9 µM), for the others: top-dose activity, negative = inhibition, most hits filed as inhibitors; also: potency is read from the fitted curve at half-maximal effect; % is scaled to controls: 0 for no effect and ±100 for the full control effect; nearly all actives have a fitted effect of over 80% in size
#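 Purified archaeal chaperonin (25 nM final) was preincubated with compound for 10 min at 37°C, then ATP (10 uM final) was added for 30 min at 37°C in Tris pH 7.4/KCl/MgCl2/DTT buffer. ADP was quantified by HTRF Transcreener TR-FRET.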
# GLP1R inv ag – acts as inverse agonist at human GLP-1 receptor; 1.6% of 410,000 active; HEK293 GLP-1R CRE-luciferase, luminescence, 24 h; GLP-1R form is constitutively active; P43220; Potency, µM (top dose mostly 38.3 µM), for inactives: top-dose activity change, negative = inhibition, hits mostly inhibitors; also: potency is read from the fitted curve at half-maximal effect; % is scaled to controls: 0 for no effect and ±100 for the full control effect; nearly all actives have a fitted effect of over 55% in size
# Target sequence (P43220 whole entry, looked up): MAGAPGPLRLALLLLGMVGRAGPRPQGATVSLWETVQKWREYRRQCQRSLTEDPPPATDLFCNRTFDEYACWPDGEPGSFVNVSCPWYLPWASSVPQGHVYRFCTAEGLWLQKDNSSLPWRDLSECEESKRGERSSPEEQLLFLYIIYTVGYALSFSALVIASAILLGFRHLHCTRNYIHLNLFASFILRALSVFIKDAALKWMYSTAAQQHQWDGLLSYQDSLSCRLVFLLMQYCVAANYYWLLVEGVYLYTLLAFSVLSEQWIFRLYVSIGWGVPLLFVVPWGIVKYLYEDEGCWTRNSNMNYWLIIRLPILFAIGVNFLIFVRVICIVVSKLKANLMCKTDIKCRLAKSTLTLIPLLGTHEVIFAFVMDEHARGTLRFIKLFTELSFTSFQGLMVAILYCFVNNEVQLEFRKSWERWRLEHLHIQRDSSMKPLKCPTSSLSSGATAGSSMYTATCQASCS
#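 GLP-1R inverse agonism mode: basal reporter luminescence in engineered HEK293 cells measured after one day of compound exposure at 37 deg C, with a 12 min room-temperature detection step.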
# Abeta rescue – A-beta toxicity reversal in yeast; 0.063% of 410,000 active; yeast expressing A-beta42, growth rescue, OD600, 48 h; response scale: 0% DMSO, 100% iron-clioquinol control; Potency, µM (highest dose often 46.1 µM), without a hit: top-dose growth rescue, actives largely listed as activators; also: potency is read from the fitted curve at half-maximal effect; nearly all actives have a fitted effect of over 55% in size
#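 Yeast growth medium received pinned compounds, then yeast cells expressing toxic A-beta were added; plates incubated at 30 C for 48 hr. Growth read as absorbance at 600 nm, normalized to DMSO and equimolar FeCl3 plus clioquinol controls.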
# HEK293 tox – cytotoxicity in counter-screen for GLP-1R inverse agonists. Potency, µM (highest dose often 38.3 µM), inactives show at the highest dose activity change, negative = inhibition, most hits filed as inhibitors. HEK293 cAMP-luciferase reporter cells, luminescence, 24 h. 0.13% of 410,000 active;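 also: loss of luciferase light is scored as toxicity; potency is read from the fitted curve at half-maximal effect; % is scaled to controls: 0 for no effect and ±100 for the full control effect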
#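 Luminescence readout: signal drop marks cytotoxicity. Plated cells grew 12 h at 37 °C, 5% CO2, received 23 nL compound for 24 h, then got luciferase reagent, read after 12 min at RT.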
# An asterisk follows results filed as active; i = inactive; ? = inconclusive; nt = no result given; & = joins results of further samples; [ ] = remark or other dose. Unless noted, calls follow the shape of the dose curve; as a rule, active = well fitted curve in the direction sought with a large enough effect; inconclusive = small, poorly fitted or top-dose-only effect, or another doubt; inactive = no such curve, though single readings can be large; an effect the other way counts as inactive or inconclusive. Some of the compounds tested; rates above refer to the full screens.
SMILES,PTHR1 agonist,aSyn rescue,FUS yeast rescue,TDP-43 yeast inh,Akt phos inh,MmCpn inh,GLP1R inv ag,Abeta rescue,HEK293 tox
COc1cc(NC(=O)CN2C(=O)COc3ccc(S(=O)(=O)NC4CCCC4)cc32)cc(OC)c1,i,nt,-2%,7%,nt,nt,-7%,-20%,1%
COc1ccc(N/C=C(\[N+](=O)[O-])S(=O)(=O)c2ccccc2)cc1,-14%,-2%,5%,-14%,i,-2%,?,-12%,-13%
COc1ccc2[nH]c(C(=O)O)c(NC(=O)c3cc(OC)c(OC)c(OC)c3)c2c1,i,-7%,4%,-29%,i,-5%,0%,1%,-15%
COC(=O)c1ccccc1NC(=O)NCCc1c(C)nn(C)c1C,i,nt,4%,18%,nt,nt,-1%,-14%,4%
O=C(COc1cccc(C(F)(F)F)c1)NNC(=O)Cc1ccc(S(=O)(=O)N2CCOCC2)s1,i,0%,8%,12%,i,0%,?,-1%,-5%
COc1ccc(-c2cnc(NCc3cc4c(cc3[N+](=O)[O-])OCO4)n2C)cc1,i,-6%,nt,4%,i,?,-22%,3%,-23%
COc1ccc(C(C)=O)cc1CSc1nnc(-c2ccncc2)o1,-37%[inhibitor],-4%,-5%,28%,i,-1%,39%[activator],-7%,3%
CCCN(C(=O)c1cccc(S(=O)(=O)N2CCCc3ccccc32)c1)C1CCS(=O)(=O)C1 (configuration not stated),-13%,?,31%,14%,i,-2%,-24%,-4%,-6%
CCN(CC)S(=O)(=O)c1ccc(N(C)Cc2ccc(C(F)(F)F)cc2)nc1,-89%[inhibitor],-11%,9%,?,i,-3%,?,24%,2%
N#Cc1ccsc1NC(=O)c1ccccn1,i,0%,19%,?,i,-16%,0%,10%,?
COc1ccc(/C=C/c2c([N+](=O)[O-])c(=O)n(C)c(=O)n2C)c(OC)c1,-61%[inhibitor],-4%,13%,-19%,i,0%,-15%,-23%,-4%
O=C(NCCc1c[nH]c2ccc(Cl)cc12)c1cccnc1,i,0%,7%,-12%,i,-1%,0%,?,19%
Cc1cc(=O)n(-c2ccccc2Cl)[nH]1,16%,-1%,10%,-5%,i,-8%,-18%,15%,1%
CCOC(=O)C1CCN(C(=O)c2cc(S(=O)(=O)N(C)C)ccc2N2CCCC2)CC1,2%,8%,nt,-15%,i,-2%,7%,-8%,-17%
CC1(C(=O)NS(=O)(=O)Cc2ccccc2C(F)(F)F)CCN1C(=O)C/C=C/c1ccccc1 (configuration not stated),-1%,2%,4%,0%,i,nt,-17%,-5%,1%
Cc1cc(NCCCn2ccnc2)n2ncc(-c3ccc(Cl)cc3)c2n1,-67%[inhibitor][57.5 µM],1%,5%,-8%,i,-2%,-1%,-16%,?
Cc1cc(C)cc(C(=O)N2CCC3(CC2)NCCc2[nH]cnc23)c1,5%,-5%,-20%,1%,i,1%,2%,3%,1%
CCOC(=O)[C@]12CCCC=C1N(Cc1ccc3c(c1)OCO3)C(=O)[C@H](CC(=O)NCCc1ccccc1OC)C2,i,5%,40%,3%,i,nt,?,7%,1%
Cc1ccc(CN2CCCN(Cc3c(F)cccc3Cl)S2(=O)=O)cc1,-33%[inhibitor],-6%,8%,-22%,i,-1%,?,-5%,0%
O=C(COc1coc(CN2CCc3ccccc3C2)cc1=O)Nc1ccc(Cl)cc1,-45%[inhibitor],-1%,0%,-9%,i,-2%,-19%,7%,4%

# The closing two entries of the part before lead into the next:
SMILES,PTHR1 agonist,aSyn rescue,FUS yeast rescue,TDP-43 yeast inh,Akt phos inh,MmCpn inh,GLP1R inv ag,Abeta rescue,HEK293 tox
Cc1ccc(CN2CCCN(Cc3c(F)cccc3Cl)S2(=O)=O)cc1,-33%[inhibitor],-6%,8%,-22%,i,-1%,?,-5%,0%
O=C(COc1coc(CN2CCc3ccccc3C2)cc1=O)Nc1ccc(Cl)cc1,-45%[inhibitor],-1%,0%,-9%,i,-2%,-19%,7%,4%
Cc1ccc(C(=O)NNC(=O)c2cc3ccccc3cc2O)cc1,-35%[inhibitor],-27%,21%,5%,i,1%,7%,-9%,7%
Cc1nc2c(c(C)c1CCC(=O)NCc1ccccc1)c(=O)n(C)c(=O)n2C,-7%,nt,-25%,-3%,nt,nt,-15%,-6%,-13%
CN(CC1CCCN(CCc2ccc(Cl)cc2)C1)C(=O)c1ccoc1 (configuration not stated),i,12%,10%,12%,i,-3%,0%,-2%,-2%
CC1=C(C(=O)Nc2ccc(Cl)cc2)C(c2ccccc2)n2ncc(C(=O)Nc3ccccc3)c2N1 (configuration not stated),-7%,nt,21%,-11%,nt,nt,?,0%,-10%
COC(=O)c1cc2ccc(OC)c(OC)c2c(=O)s1,-31%[inhibitor][57.5 µM],-1%,31%,-5%,i,-2%,80%[activator],7%,11%
Cc1ccc(NC(=O)Cn2nc(C)c3ccccc3c2=O)cc1,i,-10%,4%,-11%,i,1%,15%,-1%,-3%
O=C(Nc1cccc(Cl)c1Cl)c1cc(S(=O)(=O)N2CCCCC2)ccc1F,i,nt,-10%,7%,nt,nt,8%,-7%,1%
CCC(C)[C@H](N)c1nnc(SCC(=O)Nc2ccc(C)cc2C)o1 (some centres not stated),i,-1%,-11%,14%,i,1%,-20%,10%,1%
c1csc(CNc2ccc3c(c2)OCCO3)c1,-30%,-2%,10%,-8%,i,-1%,-42%,16%,-27%
CCCC(C)NC(=O)CN(c1ccc2c(c1)OCCO2)S(=O)(=O)c1ccccc1 (configuration not stated),14%,0%,4%,-18%,i,0%,-2%,-6%,-3%
CCOc1ccc(-n2c(SCc3ccccc3)nc3c([nH]c4ccccc43)c2=O)cc1,i,-6%,-11%,16%,nt,nt,-18%,-10%,0%
Cc1c(N2C(=O)CSC2=S)c(=O)n(-c2ccccc2)n1C,-33%[inhibitor],9%,16%,7%,i,4%,3%,-14%,-2%
COc1cc(OC)cc(-c2nnc(NC(=O)CCS(=O)(=O)c3ccc(F)cc3)o2)c1,-10%,-3%,19%,4%,i,-2%,6%,-11%,-24%
CNC[C@H](CC1CCCCC1)NC[C@H](Cc1ccccc1)NCCC12CC3CC(CC(C3)C1)C2,-95%[inhibitor],-37%[inhibitor],19%,15%,i,4%,?,-28%,?
COC(=O)c1ccc(Cn2nc(C)c(Cl)c2C)o1,i,11%,2%,2%,i,0%,2%,-7%,1%
CCCc1cc(N2CCN(c3cc(Cl)ccc3C)CC2)n2cnnc2n1,-64%[inhibitor],nt,21%,?,nt,nt,4%,-5%,-14%
OCc1nc2ccccc2n1CCCOc1ccc(Br)cc1,-17%[57.5 µM],4%,-7%,-3%,nt,nt,?,5%,-5%
O=C(c1ccccc1C(=O)N1CCN(c2ccccc2)CC1)N1CCN(c2ccccc2)CC1,i,1%,?,22%,i,1%,?,27%,-13%
O=[N+]([O-])c1cccc(-c2nnc(-c3ccccc3F)o2)c1,-15%,-5%,1%,?,i,-1%,2%,-12%,1%
CC(C)(C)S(=O)N1Cc2cc(C(=O)NCc3ccc4c(c3)OCO4)nc(-c3cccc(-c4cc5ccccc5o4)c3)c2[C@@H]1CCO (some centres not stated),-24%,-18%,28µM*,-10%,i,nt,-3%,-34%[inhibitor],-10%
CC1(C)C(=O)OC(c2ccccc2)C(C)(C)C1=O (configuration not stated),-9%,14%,9%,10%,i,2%,-3%,-3%,-5%
O=C1N(c2ccccc2C(F)(F)F)O[C@@]1(c1ccccc1)C1CCCC1,-56%[inhibitor],0%,-18%,7%,i,1%,?,-19%,5%
COc1ccc(C(=O)N/N=C(\Cc2ncc[nH]2)c2ccccc2)cc1,i,-4%,16%,9%,i,-1%,-5%[0.307 µM],14%,0%[0.307 µM]
Cc1ccccc1NS(=O)(=O)c1cc(C(=O)NCCC2=CCCCC2)ccc1C,-25%[57.5 µM],6%,44%,-14%,i,1%,11µM*,12%,?
COc1ccc(CN2CN=C(Nc3nc4ccccc4s3)NC2)cc1,i,-11%,2%,-20%,i,1%,-9%,-5%,-6%
Cc1ccc(C(=O)Nc2nc3ccccc3n3nnnc23)cc1,-2%[57.5 µM],-11%,21%,-26%,i,0%,-7%,-12%,-3%
COc1ccc(C(=S)NCS(=O)(=O)c2ccc(C)cc2)cc1,i,-5%,-23%,?,i,-1%,?,-21%,-17%
CC1=C(C(=O)Nc2cc(C(=O)N3CCN(c4cccc(C)c4)C(C)C3)ccc2C)SCCO1 (configuration not stated),-34%,-5%,24%,-15%,i,-2%,?,8%,-10%
Cc1ccc(C(=O)Nc2cccc(O)c2)cc1S(=O)(=O)N1CCCCCC1,-24%&-36%,-5%,19%&-57%,0%&-18%,i,0%,?,-16%&-22%,-14%&-14%
CCOP(=O)(c1ccccc1)C1(O)CCCCC1 (configuration not stated),i,5%,-14%,6%,i,1%,11%,5%,8%
COC(=O)C1=CN(c2cccc(OCc3ccccc3)c2)C(N)=C(C#N)C1c1cccc(F)c1 (configuration not stated),i,6%,11%,6%,i,nt,?,-4%,2%
CN1c2ccccc2-c2nc(SCC(=O)Nc3ccccc3C(F)(F)F)ncc2S1(=O)=O,-41%,nt,-18%,?,nt,nt,-4%,-9%,-8%
Cc1cc(C)cc(Nc2nc3ccc(C)cc3n3cnnc23)c1,-24%,-8%,23%,-6%,i,-1%,29%,-11%,-17%
CNC(=O)c1ccc(CN(C)CC(=O)Nc2ccccc2C(=O)NC2CC2)cc1,-14%,2%,nt,21%,i,1%,4%,0%,-13%
CCOc1ccccc1CNCCO,-31%[inhibitor][57.5 µM],-2%,17%,19%,i,2%,-7%,3%,?

# Assay outcomes as filed in PubChem BioAssay.
